Screening results (PubChem BioAssay)
Mtb FBA inh – inhibitors of M. tuberculosis fructose-bisphosphate aldolase. hit rate 2.3% among 360,000. purified M. tuberculosis FBA, fluorescence read-out. P9WQA3. inhibition, % at 1 µM; in the data active = inhibition above about 27%;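 note: 0% = vehicle and 100% = reference inhibitor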
Target sequence (P9WQA3 whole entry, looked up): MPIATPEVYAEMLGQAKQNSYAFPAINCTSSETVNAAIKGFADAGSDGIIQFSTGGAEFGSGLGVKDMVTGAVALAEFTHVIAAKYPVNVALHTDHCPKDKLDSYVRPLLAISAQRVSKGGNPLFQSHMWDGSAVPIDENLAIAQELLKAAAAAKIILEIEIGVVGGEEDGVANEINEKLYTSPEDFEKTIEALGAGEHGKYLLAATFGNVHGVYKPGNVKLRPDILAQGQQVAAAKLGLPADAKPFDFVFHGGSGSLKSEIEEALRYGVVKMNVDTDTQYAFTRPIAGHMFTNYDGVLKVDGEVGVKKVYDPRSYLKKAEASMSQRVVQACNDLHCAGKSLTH
BioA inh – BioA (M. tuberculosis) enzyme inhibition | purified M. tuberculosis BioA enzyme, plate reader | inhibition, % at 9.99 µM | hit rate 0.096% among 360,000; in the data active = inhibition above about 40%; inconclusive = no clear call, values can overlap the other calls
Mtb UGM inh – inhibitors of M. tuberculosis UDP-galactopyranose mutase. P9WIQ1. purified UGM, fluorescence polarization probe displacement. inhibition, % at 10 µM. hit rate 0.06% among 320,000. AID 504406; in the data active = inhibition above about 10%, passing the limit was not always enough; inconclusive = no clear call, values can overlap the other calls
Target sequence (P9WIQ1 whole entry, looked up): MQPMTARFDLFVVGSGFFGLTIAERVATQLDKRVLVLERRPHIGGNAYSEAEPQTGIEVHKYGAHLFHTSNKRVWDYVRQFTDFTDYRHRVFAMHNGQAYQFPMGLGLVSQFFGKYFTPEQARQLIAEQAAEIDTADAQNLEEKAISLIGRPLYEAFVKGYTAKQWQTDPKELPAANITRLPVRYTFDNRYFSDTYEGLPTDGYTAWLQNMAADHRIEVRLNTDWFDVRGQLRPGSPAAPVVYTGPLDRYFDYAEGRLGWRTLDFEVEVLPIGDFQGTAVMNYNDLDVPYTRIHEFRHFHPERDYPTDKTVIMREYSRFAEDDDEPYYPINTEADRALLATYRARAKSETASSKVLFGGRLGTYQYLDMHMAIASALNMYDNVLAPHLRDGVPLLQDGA
PfHsp40 rescue – compounds rescuing yeast from Plasmodium falciparum HSP40 toxicity. S. cerevisiae expressing PfHsp40, growth rescue, ATP luminescence. hit rate 0.68% among 340,000. growth rescue, % at 12.5 µM. AID 504582; in the data active = growth rescue above about 28%, passing the limit was not always enough; inconclusive = no clear call, values can overlap the other calls;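 note: yeast W303a lacking pdr1 and pdr3 grown in galactose medium; growth measured after three days at 30 °C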
GDH-TPI inh – inhibits GDH-TPI coupling enzymes, artifact for Mtb FBA screen | AID 588335 | hit rate 1.2% among 360,000 | inhibition, % at 4.8 µM | GDH-TPI coupled enzyme counterscreen, NADH absorbance; in the data active = inhibition above about 30%;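 note: 0% = DMSO wells and 100% = wells lacking the enzyme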
BoNT-F LC inh – blocks Botulinum neurotoxin F light chain protease | Multiplex microsphere protease cleavage assay, flow cytometry | inhibition, % at 10 µM | hit rate 0.22% among 360,000 | AID 588497; in the data active = inhibition above about 35%, passing the limit was not always enough; inconclusive = no clear call, values can overlap the other calls; note: plate controls were buffer without enzyme for full effect and enzyme alone for no effect
FadD28 binding – M. tuberculosis FadD28 bisubstrate binding inhibition | FadD28 bisubstrate probe binding, fluorescence polarization | hit rate 0.22% among 360,000 | AID 588549 | inhibition, % at 12.5 µM; in the data active = inhibition above about 8.5%, passing the limit was not always enough; inconclusive = no clear call, values can overlap the other calls
BoNT A protease – blocks Botulinum neurotoxin A light chain protease; multiplex microsphere protease substrate cleavage, flow cytometry; inhibition, % at 10 µM; hit rate 0.17% among 360,000; AID 588499; note: plate controls were buffer without enzyme for full effect and enzyme alone for no effect
Anthrax LF inh2 – inhibitors of Bacillus anthracis lethal factor protease | P15917 | multiplex microsphere protease cleavage assay, LF | inhibition, % at 10 µM | hit rate 0.12% among 360,000 | AID 588501; note: plate controls were buffer without enzyme for full effect and enzyme alone for no effect
An asterisk follows results filed as active; ? = inconclusive; . = not tested or not shown. Cut-off read from the data, not from the text of the source, unless noted: active = inhibition above about 30%; inconclusive = no clear call, values can overlap the other calls; inactive = below that.

#1 COC(=O)CSc1nnc(-c2ccccc2OC)o1
#2 COC(=O)Cn1c(C(=O)N2CCCC2)cc2c1C[C@H]1CN(C(=O)c3ccccc3)[C@@](Cc3ccc(F)cc3)(C(=O)OC)[C@@H]21
#3 O=C(CCc1n[nH]c(=O)[nH]c1=O)N/N=C/c1ccco1
#4 Cc1cccc(NC(=O)Nc2cccnc2)c1C
#5 COc1cc(/C=N/NC(=O)C(N)=O)ccc1OC(=O)c1cccs1
#6 COCCn1c(N)c(C(=O)Nc2sc3c(c2C(=O)OC)CCCC3)c2nc3ccccc3nc21
entry no.	1	2	3	4	5	6
BoNT-F LC inh	-4	-6	2	4	-2	-6
BoNT A protease	-0.8	-0.9	0.8	0.8	-0.4	-0.6
BioA inh	-0.2	0.1	-0.4	6.1	.	0.3
Mtb FBA inh	1	1	-3	-1	-1	1
FadD28 binding	-3.8	-1.8	-2.4	-3.7	-1.5	-1.3
Mtb UGM inh	-0.6	-0.9	-1.1	0.4	1.6	1.8
Anthrax LF inh2	0	0	-2	-2	-4	-6
GDH-TPI inh	-4	7	4	-8	9	6
PfHsp40 rescue	0.0	0.2	-0.1	-1.5	0.1	-1.1

#7 COc1ccccc1C(=O)COC(=O)c1nc(Cl)ccc1Cl
#8 COc1cc(/C=N/NC(=O)C(Cc2c[nH]c3ccccc23)NC(=O)OCC(C)C)cc([N+](=O)[O-])c1OCc1ccccc1 (stereo unspecified)
#9 Cc1cccc2cc(C3CC(c4ccco4)=NN3S(=O)(=O)c3ccccc3)c(Cl)nc12 (stereo unspecified)
#10 O=C(NC(Cc1ccccc1)C(=O)O)c1ccccc1 (stereo unspecified)
#11 Cc1cc(C)n(CC(=O)O)c(=O)c1[N+](=O)[O-]
#12 CC(C)C(NC(=O)c1ccc2c(c1)OCO2)C(=O)N/N=C/c1cccs1 (stereo unspecified)
entry no.	7	8	9	10	11	12
BoNT-F LC inh	1	-2	-6	10	8	-3
BoNT A protease	5.4	-0.3	-0.6	-0.1	0.5	0.5
BioA inh	.	6.3	-1.3	-1.4	.	-3.3
Mtb FBA inh	2	1	-1	1	-1	0
FadD28 binding	-2.4	0.2	-2.7	0.2	0.0	?
Mtb UGM inh	0.4	-2.7	1.5	0.0	5.2	0.8
Anthrax LF inh2	0	-9	-3	-5	1	0
GDH-TPI inh	8	5	2	-3	-2	15
PfHsp40 rescue	2.3	-1.5	0.7	1.1	2.6	0.2

#13 c1ccc2cc(CCO[C@H]3CCCCO3)ncc2c1
#14 N#CC1=C(N)Oc2cc(N)ccc2C1c1cccnc1 (stereo unspecified)
#15 COc1cccc(NC(=O)c2cc(-c3ccco3)nc3ccccc23)c1
#16 COCCCNC(=O)Cc1coc2ccc3ccccc3c12
#17 Clc1ccccc1NCSC1=NCCS1
#18 CC(C)CC(=O)NCC(C)NC(=O)CC(C)C (stereo unspecified)
entry no.	13	14	15	16	17	18
BoNT-F LC inh	-5	0	4	3	-8	12
BoNT A protease	0.2	-0.5	0.0	-0.1	0.2	0.3
BioA inh	-1.1	.	.	-0.5	-0.6	0.3
Mtb FBA inh	2	-4	5	3	1	2
FadD28 binding	0.6	-0.1	0.4	1.5	.	-2.9
Mtb UGM inh	-3.8	5.1	5.9	-1.4	.	0.4
Anthrax LF inh2	-1	1	-9	-5	-3	6
GDH-TPI inh	13	2	6	-11	7	4
PfHsp40 rescue	-0.5	-0.4	-0.7	0.8	0.4	2.1

#19 COc1cc(OC)cc(C(=O)NC2CC3CCC(C2)N3C)c1 (stereo unspecified)
#20 Cc1ccc(S(=O)(=O)CC(=O)N2CCN(c3cccc(C(F)(F)F)c3)CC2)cc1
#21 CC1CCC(NC(=O)c2cc3c(s2)CCCC3)CC1 (stereo unspecified)
#22 O=C(C1CCN(S(=O)(=O)c2cccc3nsnc23)CC1)N1CCc2ccccc2C1
#23 CCCNC(=O)Nc1ccsc1C(=O)OC
#24 CC1CCCCN1C(=O)C(Cc1ccccc1)N1C(=O)C2CCCCC2C1=O (stereo unspecified)
entry no.	19	20	21	22	23	24
BoNT-F LC inh	?	0	?	2	-3	-7
BoNT A protease	?	0.2	-1.9	0.9	0.2	-0.5
BioA inh	0.8	-0.1	0.2	17	.	.
Mtb FBA inh	6	-2	3	3	1	-1
FadD28 binding	-1.0	-9.1	-0.3	-2.6	-1.0	0.5
Mtb UGM inh	-2.8	-3.5	-3.7	-0.7	-1.0	-0.5
Anthrax LF inh2	?	1	8	-1	-2	2
GDH-TPI inh	3	0	-2	-2	0	2
PfHsp40 rescue	-1.0	-0.6	-0.1	0.8	0.2	0.9

#25 O=C(COc1ccc(Cl)cc1)Nc1cccc(-c2ccc3nncn3n2)c1
#26 COc1ccc(CCNC(=O)c2ccc3ccccc3n2)cc1
#27 OC(c1ccccc1)c1nc(/C=C/c2ccccc2)cs1 (stereo unspecified)
#28 Cc1cccc(NC(=S)Nn2cnnc2)c1C
#29 Cc1ccc(C(=O)Nc2cccc(N(C)S(C)(=O)=O)c2)cc1S(=O)(=O)Nc1ccccc1
#30 Cc1ccc(S(=O)(=O)N(C)c2ccc(C(=O)N3CCc4ccccc4C3)cc2)cc1
entry no.	25	26	27	28	29	30
BoNT-F LC inh	-8	-5	1	13	0	-5
BoNT A protease	1.2	-1.8	-0.1	-0.7	0.2	-0.3
BioA inh	.	-0.3	-0.9	.	.	4.5
Mtb FBA inh	3	-4	0	-1	-2	-1
FadD28 binding	-5.4	-1.2	-1.4	-1.5	-1.8	-3.0
Mtb UGM inh	1.5	2.1	.	0.7	-0.7	3.2
Anthrax LF inh2	-6	-3	-3	1	3	-4
GDH-TPI inh	1	1	-1	-4	2	1
PfHsp40 rescue	12	-1.0	.	-0.5	-0.3	1.2

#31 N/C(=N\c1nc(CSc2ccc(Cl)cc2)cc(=O)[nH]1)Nc1cccc2ccccc12
#32 COCCSc1ccccc1C(=O)Nc1nnc(COC)s1
#33 CCOC(=O)N1CCN(Cc2nc3cc(NC(=O)c4cccs4)ccc3n2C)CC1
#34 CCC(Oc1ccccc1)C(=O)Nc1cc(Cl)ccc1-n1cncn1 (stereo unspecified)
#35 Cc1cccc(N(C)Cc2nnc(-c3cccc(Br)c3)o2)c1
#36 Cc1ccc(CNC(=O)CS(=O)Cc2nc(-c3ccccc3F)oc2C)cc1 (stereo unspecified)
entry no.	31	32	33	34	35	36
BoNT-F LC inh	-27	1	11	7	7	4
BoNT A protease	-4.7	-0.1	1.8	-1.3	-0.7	0.3
BioA inh	-1.6	-1.0	7.1	-0.8	-0.6	.
Mtb FBA inh	-2	1	-1	-3	-3	-5
FadD28 binding	-3.3	0.5	-2.7	-5.1	-3.7	-4.4
Mtb UGM inh	2.3	1.0	1.6	.	4.9	-1.2
Anthrax LF inh2	-7	1	6	-1	6	2
GDH-TPI inh	-1	21	10	-3	12	-3
PfHsp40 rescue	-1.0	-0.7	-0.7	0.0	14	0.7

#37 CCOC(=O)C1=C(CC)Nc2ccccc2N=C1NC(=O)c1ccc(C)c(S(=O)(=O)N2CCOCC2)c1
#38 O=C(COc1ccc(Cl)cc1)Nc1ccc(Cl)cn1
#39 COc1cc2ccc(C(C)=NOC(C)=O)cc2cc1OC
#40 Cc1oc2cc(O)ccc2c(=O)c1Oc1ccccc1Br
#41 O=C1CCN(c2ncccc2[N+](=O)[O-])CC1
#42 COCCN1Cc2cc3cc(C)ccc3nc2SC1=Nc1ccc(OC)cc1
entry no.	37	38	39	40	41	42
BoNT-F LC inh	-6	2	-6	2	-4	-1
BoNT A protease	-2.8	-0.5	-0.1	-0.6	0.1	0.3
BioA inh	-0.9	0.8	0.1	1.6	.	.
Mtb FBA inh	-1	1	8	96*	-2	-5
FadD28 binding	-3.7	-3.1	-2.0	-3.1	-0.4	-2.7
Mtb UGM inh	.	-2.7	.	0.0	-0.6	1.2
Anthrax LF inh2	-2	0	-1	-6	-2	0
GDH-TPI inh	0	-6	8	18	-3	-2
PfHsp40 rescue	1.7	0.1	.	0.1	-1.6	0.6

#43 C#Cc1ccc(NC(=O)C2(C)CCN2C(=O)c2ccccc2CCc2ccccc2)cc1 (stereo unspecified)
#44 CSc1ncnc2c1ncn2CCCNCc1cccs1
#45 CCc1ccc2c(c1)cc(CN(C(=S)Nc1ccccc1C)C1CC1)c1nnnn12
#46 COC(=O)c1scc(C)c1N1C(=O)c2ccccc2C1=O
#47 CC1CCCC(C)N1C(=O)COC(=O)c1cccc(S(=O)(=O)N(C)c2ccccc2)c1 (stereo unspecified)
#48 O=C(N/N=C/C1CC=CCC1)c1ccc(Cl)cc1O (stereo unspecified)
entry no.	43	44	45	46	47	48
BoNT-F LC inh	-3	-8	-4	.	-4	-8
BoNT A protease	-0.2	-0.6	0.0	.	-1.2	-1.1
BioA inh	0.6	0.9	-0.3	1.3	0.5	0.1
Mtb FBA inh	2	6	0	0	-2	3
FadD28 binding	-0.8	-1.3	1.2	-2.6	-5.1	-0.1
Mtb UGM inh	.	.	1.1	0.3	.	1.4
Anthrax LF inh2	-2	-6	1	.	-5	-1
GDH-TPI inh	4	3	2	8	-8	8
PfHsp40 rescue	.	.	0.3	0.9	-0.4	-0.1

#49 COc1ccc(C(=O)OC(C)C(=O)NC2CCCCC2C)cc1S(=O)(=O)N1CCOCC1 (stereo unspecified)
#50 CCCn1c(=O)c(C(=O)NCCc2ccc(OC)cc2)c(O)c2ccccc21
#51 COC(=O)c1c(O)c2c([nH]c1=O)CCCC2
#52 Cc1ccc(-c2cc(C(F)F)n3ncc(C(=O)NCc4ccco4)c3n2)cc1
#53 Cc1ccc(-c2nn3c(C)nnc3s2)cc1NC(=O)CSc1ccc(Cl)cc1
#54 O=C(Cc1ccc(-n2c(=O)c3sccc3n(CC(=O)Nc3ccccc3F)c2=O)cc1)NCc1ccco1
entry no.	49	50	51	52	53	54
BoNT-F LC inh	-2	?	-4	8	5	-2
BoNT A protease	-0.4	-1.6	0.3	0.2	1.7	0.4
BioA inh	1.0	-1.2	-1.3	-2.0	-0.8	.
Mtb FBA inh	1	1	3	0	6	-8
FadD28 binding	0.5	-1.6	1.4	-2.1	0.4	-2.2
Mtb UGM inh	3.1	0.9	0.8	-0.2	-7.7	-2.5
Anthrax LF inh2	1	-11	-4	-1	1	-4
GDH-TPI inh	1	0	8	7	2	-8
PfHsp40 rescue	1.9	1.2	0.4	-0.3	0.3	-0.5

#55 CCOc1ccc(-n2c(SCC(=O)Nc3cc(OC)c([N+](=O)[O-])cc3C)nc3ccccc32)cc1
#56 CCOC(=O)Cc1nnn(CC(=O)OCC)n1
#57 O=C(CCN1CCN(c2ccccc2F)CC1)Nc1ccc(F)cc1
#58 O=C(NC1c2ccccc2-c2ccccc21)N1CCCCC1
entry no.	55	56	57	58
BoNT-F LC inh	-9	-2	?	-2
BoNT A protease	1.6	-0.1	?	-0.2
BioA inh	-1.5	0.8	-1.5	-0.6
Mtb FBA inh	2	0	0	0
FadD28 binding	-3.8	-2.8	-1.0	0.2
Mtb UGM inh	1.0	0.6	-1.2	.
Anthrax LF inh2	0	-1	2	-2
GDH-TPI inh	1	9	11	3
PfHsp40 rescue	-0.8	0.1	0.7	0.5

Gathered by group: the entries above with two or more sulfur atoms
#17 Clc1ccccc1NCSC1=NCCS1
#22 O=C(C1CCN(S(=O)(=O)c2cccc3nsnc23)CC1)N1CCc2ccccc2C1
#29 Cc1ccc(C(=O)Nc2cccc(N(C)S(C)(=O)=O)c2)cc1S(=O)(=O)Nc1ccccc1
#32 COCCSc1ccccc1C(=O)Nc1nnc(COC)s1
#44 CSc1ncnc2c1ncn2CCCNCc1cccs1
#53 Cc1ccc(-c2nn3c(C)nnc3s2)cc1NC(=O)CSc1ccc(Cl)cc1
entry no.	17	22	29	32	44	53
BoNT-F LC inh	-8	2	0	1	-8	5
BoNT A protease	0.2	0.9	0.2	-0.1	-0.6	1.7
BioA inh	-0.6	17	.	-1.0	0.9	-0.8
Mtb FBA inh	1	3	-2	1	6	6
FadD28 binding	.	-2.6	-1.8	0.5	-1.3	0.4
Mtb UGM inh	.	-0.7	-0.7	1.0	.	-7.7
Anthrax LF inh2	-3	-1	3	1	-6	1
GDH-TPI inh	7	-2	2	21	3	2
PfHsp40 rescue	0.4	0.8	-0.3	-0.7	.	0.3
